# NCI-60 one-dose screen, 48 h, at 10 µM unless noted. Numbers give growth in % (100 = growth as untreated, 0 = no growth, -100 = all killed).
# HL-60(TB): HL-60(TB) leukemia cells; AID 1794776; 78,000 compounds, 9% hits; active = growth percent below 10
# Active calls of the source: *; & = joins results of further samples; [ ] = another dose, or the depositor's remark. Only part of the results is shown; rates above refer to the full screens.
SMILES,HL-60(TB)
COc1ccc(Cn2cc3c(c2-c2ccc(OC)cc2)CCc2cnoc2-3)cc1,-6.7*
NS(=O)(=O)c1ccc(Cl)cc1[N+](=O)[O-],109
CC(=O)Nc1cccc(C2=CC(c3ccc(C)cc3)n3ncnc3N2)c1 (stereo not drawn),90
O=C(NCCCNc1cc(-c2cn(-c3ccccc3)nc2-c2cccc(O)c2)ccn1)Nc1cc(C(F)(F)F)cc(C(F)(F)F)c1,72
O=Cc1cc(Cl)ccc1O,84
O=C(/C=C(\Cl)C(=O)NO)NO,70
CC(NCCNC(C)c1ccccc1)c1ccccc1 (stereo not drawn),117
COc1cccc(NC(=O)c2cccc(C3CC(=O)c4c(cc(OC)c(OC)c4OC)O3)c2)c1 (stereo not drawn),99
CN(CC(=O)c1ccc(I)cc1)Cc1ccccc1,102
CS(=O)(=O)OCC1NC(=O)C(COS(C)(=O)=O)NC1=O (stereo not drawn),106&98
CCc1ccc(-c2ccc(Nc3ccccc3)nn2)cc1S(N)(=O)=O,47
Oc1cncc(-c2ccc3ncnc(N4CCc5cc(F)c(Cl)cc54)c3c2)c1,85
CCC(=C(c1ccc(OCCCN(C)C)cc1)c1ccc(OCCCN(C)C)cc1)c1ccc(Cl)cc1,-55*
COc1ccc(C2=NN(c3ccc(S(N)(=O)=O)cc3)C(c3cn(-c4ccccc4)nc3-c3ccc(C)cc3)C2)cc1 (stereo not drawn),92
CC(=O)Nc1cccc(-n2c(COc3ccc(Br)cc3)nc3ccccc32)c1,103&113
Nc1cccc(N2N=C(C(=O)O)CC2=O)c1,122
CC(=O)OCCCCBr,105
Oc1ccccc1CNCC12CC3CC(CC(C3)C1)C2,48
COc1cc2ncnc(Nc3ccc(S(=O)(=O)Nc4nccs4)cc3)c2cc1OCCCN1CCN(c2ccc(F)cc2)CC1,104
O=C(NCc1ccccc1)C1CN(c2ccc(Cl)cc2)N(c2ccc(Cl)cc2)C1=O (stereo not drawn),82
Cc1cc(C)nc(SC2=C(Nc3cccc(Cl)c3)C(=O)N(Cc3ccccc3)C2=O)n1,18[30 µM]
O=C(Nc1cc(Cl)cc(Cl)c1)Nc1nc2ccc([N+](=O)[O-])cc2s1,-50*
CC1Cc2c(N(C)C)ncnc2N(C)c2ccc(O)cc21 (stereo not drawn),81
COc1cc(-c2nn(-c3cccc(NC(=O)NCCNS(=O)(=O)c4ccc(Cl)cc4)c3)cc2-c2ccncc2)ccc1Cl,1.4*
CN1CC(c2ccc(Br)cc2)C2(SC(=Nc3ccccc3)N(Nc3ccccc3)C2=O)C12C(=O)Nc1ccccc12 (stereo not drawn),11

# Part of the list above, reformatted.
structure | HL-60(TB)
Nc1cccc(N2N=C(C(=O)O)CC2=O)c1 | 122
CC(=O)OCCCCBr | 105
Oc1ccccc1CNCC12CC3CC(CC(C3)C1)C2 | 48
COc1cc2ncnc(Nc3ccc(S(=O)(=O)Nc4nccs4)cc3)c2cc1OCCCN1CCN(c2ccc(F)cc2)CC1 | 104
O=C(NCc1ccccc1)C1CN(c2ccc(Cl)cc2)N(c2ccc(Cl)cc2)C1=O (stereo not drawn) | 82

# Next results:
SMILES,HL-60(TB)
CN(C)C(=O)Oc1cc(Cl)c(Cl)cc1Cl,72
COc1cc(Cl)c(C)cc1NC(=O)c1cc2ccccc2cc1O,9.3*
Clc1cccc(NC2=NCCN=C(Nc3cccc(Cl)c3)SS2)c1,92
COC(=O)[C@@H](Cc1c[nH]c2ccccc12)NC(=O)[C@H](Cc1ccccc1)NCc1cccc(O)c1,93
CCCCN(CCCC)CC(O)c1ccc(OC)c2ccccc12 (stereo not drawn),71
CC(=O)c1cc2c(N)c(C(=O)Nc3cncc4ccccc34)sc2nc1C,92
NC(=O)Cc1c[nH]c2ccc(Br)cc12,97
Cc1cccc2c(N)c3ccccc3nc12,9.2*
CC(C)CCNNCCC(C)C,100
CC[C@H](c1cc(C)c(O)c(C)c1)[C@@H](CC)c1ccc(O)cc1,87
CCCCCCOC(=O)c1ccc([N+](=O)[O-])cc1,98
O=C(CSc1nc2sc3c(c2c(=O)n1-c1ccc(Cl)cc1)CCCC3)NNC(=O)Nc1cccc(C(F)(F)F)c1,2.2*
COc1ccc(-c2nc3ccc(-c4nc5ccc(N6CCN(c7ccncc7)CC6)cc5[nH]4)cc3[nH]2)cc1OC,35
Cc1c(N)cc(S(=O)(=O)O)cc1NC(=O)c1cccc([N+](=O)[O-])c1,69
CCOC(=O)c1c(Nc2ccc(S(=O)(=O)Nc3ncccn3)cc2)nnc(-c2ccccc2)c1-c1ccccc1,115
O=C(CSc1nnc(-c2ccc(Cl)cc2)o1)Nc1nc(-c2ccccc2)cs1,95
O=Nc1c(-c2ccccc2)[nH]oc1=O,80
CCOc1c(B(O)O)cccc1-c1nc2ccc3[nH]ncc3c2c2c1CCCC2,24
Cc1ccc(-c2cnc3sc4ccc(Cl)cc4n23)cc1,91
COc1ccc(-c2ccc(C)n2-c2ccc(-c3nc4ccccc4s3)cc2)cc1,54
Cc1c(N=Nc2ccc(N(C)C)cc2)cc[n+]([O-])c1C,80
C#CCSc1n[nH]c(=O)n1C1CCCCC1,90
CC(=O)c1ccc(Nc2ccnc(SCC(=O)c3ccc(-c4ccccc4)cc3)n2)cc1,101
CC(C)(C)c1ccc(S(=O)(=O)Oc2ccc(-c3sc4cc(OS(=O)(=O)c5ccc(C(C)(C)C)cc5)ccc4c3C(=O)c3ccc(OCCN4CCCCC4)cc3)cc2)cc1,95
CC(C)(C)c1ccc(O)c(C(C)(C)C)c1,58

# (list continues)
SMILES,HL-60(TB)
CN1C(=O)S/C(=C2/SC(=S)N(C)C2=O)C1=O,99
C(=N\Nc1nc(N/N=C/c2ccc3c(c2)OCO3)nc(N2CCCCC2)n1)/c1ccc2c(c1)OCO2,60
N#Cc1c(-c2ccccc2)nc(SCC(=O)N2CCOCC2)[nH]c1=O,56
CC(=O)/C=N/Nc1ccccc1,103
CC(C)(C)c1ccc(OCCOC=O)cc1,94
COc1ccc(/C=C(\C#N)c2nc(N)nc(Nc3ccc(S(N)(=O)=O)cc3)n2)cc1,87
Cc1ccc(Nc2nc(N)nc(CSc3nnc(-c4ccc(C)cc4)n3-c3ccccc3)n2)cc1,75
CNC(=O)c1cn(C2CC2)c2cc(N3CCN(C(=O)c4cc(OC)c(OC)c(OC)c4)CC3)c(F)cc2c1=O,101
O=C(CCCCC(=O)Sc1ccccc1)Sc1ccccc1,88&70
COc1ccc(-c2nocc2-c2cnn(C)c2)cc1,100
CC[C@H](C)[C@@H](C(=O)O)n1cc(CNC(=O)[C@H](CC(C)C)NC(=O)OCc2ccccc2)nn1,94
CS(=O)(=O)c1ccc(-n2nc(-c3ccc(Oc4ccccc4)cc3)c3ccccc3c2=O)cc1,96
NS(=O)(=O)c1cnccc1Sc1ccncc1S(N)(=O)=O,82
OC(CC1CCCCN1)c1cc(C(F)(F)F)nc2c(C(F)(F)F)cccc12 (stereo not drawn),77
CCOC(=O)c1nc2c3ccccc3ccn2c1C(=O)c1ccc([N+](=O)[O-])cc1,85
COc1cc(-c2nc(-c3nnc(-c4ccc(Br)cc4)o3)c3ccccn23)cc(OC)c1OC,90
CCOC(=O)Nc1c(C)cc(C)cc1C,105
Cn1c(C#N)ccc1-c1ccc(F)c(NC(=O)c2ccc(F)cc2)c1,60
O=C1OCC2=C1C(c1cccc(C(F)(F)F)c1)c1cc3c(cc1N2CCO)OCCO3 (stereo not drawn),-30*
Clc1cnc(NC2CCNC2)nc1-n1cnc2ccccc21 (stereo not drawn),106
COc1ccc(C2CC(c3ccc(Nc4nc(NCCO)nc(NCCO)n4)cc3)=NN2C(C)=O)cc1 (stereo not drawn),108
CS(=O)(=O)c1ccc(-n2cc(/C=C/C(=O)c3ccc(NC(=O)CO[N+](=O)[O-])cc3)c(-c3ccc(Cl)cc3)n2)cc1,109
CCCSc1nc2ccccc2cc1/C=[N+](\[O-])c1ccccc1,71
NS(=O)(=O)c1ccc(-n2ncc3c(SCCN4CCOCC4)ncnc32)cc1,87
CNc1ccc2[nH]c3ccccc3c2c1,89

# New compounds follow:
SMILES,HL-60(TB)
Cc1c2cccnc2c(C)c2c1c1cc(CO)ccc1n2C,31
O=C(/C=C/c1ccco1)c1ccc(Nc2nc(N3CCCCC3)nc(N3CCCCC3)n2)cc1,98
CCCN1[C@@H]2CC[C@H]1/C(=C\c1ccc(OC)c(OC)c1)C(=O)/C2=C/c1ccc(OC)c(OC)c1,20
Cc1nc(-c2ccc(Cl)cc2)ccc1-c1nnc(SCC(=O)O)o1,109
CCOC(=O)c1cnc2ccc(OC)cc2c1Nc1ccc(N2CCN(C)CC2)cc1,96
O=C(Nc1ccccc1C(F)(F)F)C1=NCCCCN1,100
O=C(Nc1nc2cnc(N3CCOCC3)cc2s1)c1ccccc1,72
CCc1nnc(N)s1,71
Cc1cc2c(C(C)C)c(O)c(O)c(C=NCCCS(=O)(=O)O)c2c(O)c1-c1c(C)cc2c(C(C)C)c(O)c(O)c(C=NCCCS(=O)(=O)O)c2c1O,88
CCC1=Cc2cc(Cl)ccc2OC12C=Cc1cc(Cl)ccc1O2 (stereo not drawn),100
O=C1CCCN1c1ccc([N+](=O)[O-])cc1,84
COc1ccc2nc(C)cc(Nc3ccccc3O)c2c1,5.1*
COC(=O)C1(CC(=O)/C=C/c2ccccc2)NC(=S)NC(=O)C1C#N (stereo not drawn),98
O=C1CCCC=CC[C@H]2C=C(Cl)C(=O)C2=CC[C@H](CCCCC(F)(F)F)OC(=O)CCCC=CC[C@H]2C=C(Cl)C(=O)C2=CC[C@H](CCCCC(F)(F)F)OC(=O)CCCC=CC[C@H]2C=C(Cl)C(=O)C2=CC[C@H](CCCCC(F)(F)F)OC(=O)CCCC=CC[C@H]2C=C(Cl)C(=O)C2=CC[C@H](CCCCC(F)(F)F)O1,70[3.5 µM]
OCCN(CCO)Cc1cc(OCc2ccccc2)ccc1O,93
Cc1ccccc1C(=O)Nc1ccccc1,97
COc1ccc2c(c1)[n+](=O)c(C(=O)NCCc1ccccc1)c(C)n2[O-],98
c1ccc(C2CCCCC2)cc1,113
O=C1CC(c2ccccc2)Cc2nc3ccc(Br)cc3cc21 (stereo not drawn),-28*
OCC(O)C(O)C(O)C(O)CO (stereo not drawn),97&91
COc1cc(Cn2cc3c(c2-c2cc(OC)c(OC)c(OC)c2)CCCc2cnoc2-3)cc(OC)c1OC,89
CC(C)CSc1nc(N/N=C/c2cc(Cl)ccc2O)c(C#N)c(-c2ccc(F)cc2)n1,106
C/C(=N/O)c1ccc(NC(=O)Cn2nc(C(F)(F)F)nc2N)cc1,73
C[C@H](COc1ccccc1)N(CCCl)Cc1ccccc1,104&91
CCCCCCCC/C=C\CCCCCCCC(=O)OCCCCCCCCCCC,155

# An excerpt from above in order of length of the SMILES, smallest number first.
SMILES,HL-60(TB)
C[C@H](COc1ccccc1)N(CCCl)Cc1ccccc1,104&91
CCCCCCCC/C=C\CCCCCCCC(=O)OCCCCCCCCCCC,155
C/C(=N/O)c1ccc(NC(=O)Cn2nc(C(F)(F)F)nc2N)cc1,73
CCOC(=O)c1cnc2ccc(OC)cc2c1Nc1ccc(N2CCN(C)CC2)cc1,96
O=C(/C=C/c1ccco1)c1ccc(Nc2nc(N3CCCCC3)nc(N3CCCCC3)n2)cc1,98
COc1cc(Cn2cc3c(c2-c2cc(OC)c(OC)c(OC)c2)CCCc2cnoc2-3)cc(OC)c1OC,89
CCCN1[C@@H]2CC[C@H]1/C(=C\c1ccc(OC)c(OC)c1)C(=O)/C2=C/c1ccc(OC)c(OC)c1,20

# Other records.
SMILES,HL-60(TB)
C/C=C(\CC)C1(CC)C(=O)NC(=S)NC1=O,95&85
COc1ccc(-c2nn(-c3cccc(Cl)c3)cc2-c2c(C#N)c(=O)n3nc(-c4ccccc4C(=O)c4ccccc4)[nH]c3c2C#N)cc1,60
O=C(/C=C/Nc1ccc(S(=O)(=O)Nc2ncccn2)cc1)c1ccc(N=Cc2c(O)[nH]c3ccccc23)cc1,100
Cn1c2ccccc2c2nnc(N/N=C/c3ccccn3)nc21,-46*
CC(=O)c1ccc(OCc2cccc(Cn3ccnc3)n2)c(OCc2cccc(Cn3ccnc3)n2)c1,93
COc1ccc(-c2cc(Cc3cccs3)c(=O)n(Cn3cnc4c(N)ncnc43)n2)cc1,104
O=C1Nc2ccccc2/C1=C/c1ccc(OCc2ccccn2)cc1,61
BrCCc1ccc(CCCc2ccccc2)cc1,85
CS(=O)(=O)CS(C)(=O)=O,92
COc1ccc(N2C(=O)[C@@H](O)[C@H]2/C=C/c2ccccc2)cc1,102
CC(=O)CN1CCCCC1,100
CCOc1ccccc1Nc1nc(-c2c(C)nc3sccn23)cs1,77
CCc1nc(NC(C)(C)C)c2cnn(-c3ccccc3)c2n1,99
C[C@H]1[C@H]2C3=CC[C@@H]4[C@@]5(C)CCC(=O)C(C)(C)[C@@H]5CC[C@@]4(C)[C@]3(C)CC[C@@]2(C(=O)N2CCN(C)CC2)CC[C@@H]1C,67
COc1cc(C2CC(C3C(=O)N(C)C(=O)N(C)C3=O)=NN2c2cc(Cl)cc(Cl)c2)cc(OC)c1OC (stereo not drawn),99
Cc1csc(NC(c2ccccc2)c2cn(C)c3ccccc23)n1 (stereo not drawn),94
CC1CN1P(=O)(Oc1ccc(Cl)cc1)N1CC1C (stereo not drawn),100
Cc1ccc(NC(=O)/C=C/c2ccc(OCCOc3ccc4c(C)cc(=O)oc4c3)cc2)cc1,98
Cc1ccc2c(C3NNC(=S)N3)cc(=O)oc2c1 (stereo not drawn),98
Nc1cc(Br)ccc1Br,81
CCCCCCCCN(CCCCCCCC)CCCCCCCCCN1CCCc2cc(OC)ccc21,90
O=C(Nc1ccc(-c2nc3cc4ccccc4cc3[nH]2)cc1)c1cccc(Br)c1,42
CC(C)c1cccc(O)c1O,77
CC1CCCCCCC1OC(=O)c1ccccc1C(=O)O (stereo not drawn),97
Nc1ncc(Sc2nc3ccc(Cl)cc3c(=O)n2-c2ccccc2)s1,100
Nc1[nH][nH]c(=O)c1N=Nc1ccccc1,102&99
C/C(=N\NC(=O)/C=C/CC(=O)O)c1nnn(-c2ccc([N+](=O)[O-])cc2)c1C,98
